# Integrin act MD: activators of alpha7 integrin expression for muscular dystrophy | alpha7betagal myoblasts, beta-gal FDG fluorescence, 48 h | Potency, µM (series often up to 38.3 µM), without a hit: at the top dose activation, usual class: activators | hit rate 0.064% among 350,000 | AID 624291;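 note: potency is the fitted concentration of half-maximal effect; 100% = response of the positive control SU9516; nearly all actives have a fitted effect of over 60% in size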
#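 alpha7betagal+/- myoblasts (passage 13, 250/well) treated 48 h at 37C with compounds at 1:260 dilution of DMSO stock. Lysed, then beta-galactosidase activity read as FDG fluorescence (ex 480/em 540) after 30 min, with pre-read for autofluorescence.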
# BRCA1 expr up: BRCA1 expression activation; MCF7-BRCA1-FFLuc reporter, luminescence, 48 h; response scale: scaled: vehicle 0%, 10 µM genistein 100%; Potency, µM (series often up to 46.1 µM), for inactives: top-dose activation, usual class: activators; AID 624202; hit rate 1.1% among 380,000; note: potency is the fitted concentration of half-maximal effect; nearly all actives have a fitted effect of over 80% in size; some results filed as inactive show a strong effect at the top dose
#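 Activators of BRCA1 expression were detected as increased firefly luciferase luminescence in engineered MCF7 cells after 48 h compound incubation. Signals were scaled to genistein 10 microM as full activation.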
# TRPV1 agonist: agonists of human vanilloid receptor 1 (TRPV1). TRPV1-expressing cells, Fluo-8 calcium influx, agonist mode. activation, % at 8.33 µM. hit rate 0.19% among 320,000. Q8NER1; in the data active = activation above about 80%; inconclusive = between about 30% and that limit; note: 0% is about no effect
#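 TRPV1-expressing cells were cultured overnight at 35.5C and loaded with Fluo-8 calcium dye for 40 to 90 min at room temperature. After a 10 s baseline, compound was added and calcium influx was read kinetically for 3 min (ex 480/em 520 nm).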
# ELG1 repair inh: ELG1-dependent DNA repair inhibition; HEK293T ELG1-luciferase reporter, luminescence, 16 h; DNA damage induced by 5-fluorouridine; Potency, µM (series often up to 46.1 µM), inactives show at the highest dose activity change, negative = inhibition, usual class: inhibitors; hit rate 2.3% among 330,000; AID 504467; note: potency is the fitted concentration of half-maximal effect; % is set by controls: 0 for no effect and ±100 for the full control effect; nearly all actives have a fitted effect of over 55% in size
#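 HEK293T cells expressing luciferase-tagged ELG1 (2,000/well) received 5-Fluorouridine plus compound or DMSO for 16 hr at 37 °C. Luciferase was read by ONE-Glo luminescence after 30 min at room temperature.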
# PTAP TSG101 blk: blocks PTAP/TSG101 interaction to inhibit HIV-1 budding. Fluorescence polarization, FITC-PTAP peptide / Tsg101 binding. Potency, µM (doses to about 115 µM), for inactives: at the highest dose activity change, negative = inhibition, hits mostly inhibitors. 340,000 tested, under 10 active; active = well fitted inhibition curve with a large enough effect in the main read-out, with a control signal flat, not every such curve was filed as active; inconclusive = small, poorly fitted or top-dose-only effect, or effect the other way, or a change in a side signal; inactive = no such curve, though single readings can be large or run the other way; note: potency is the fitted concentration of half-maximal effect; % of control where 0% means no effect
#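 FP read-out: FITC-PTAP peptide, 50 nM final, binding Tsg101 binding domain, 10 uM final; 20 min, r.t.; 10 mM HEPES pH 7.5, 0.15 M NaCl, 0.01% Tween 20, 3 mM EDTA, 0.1 mM TCEP.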
# CXXC DNA block: blocks binding of human MLL CXXC domain to DNA. Q03164. MLL-CXXC / FITC-HOXA9 DNA fluorescence polarization. Potency, µM (series often up to 115 µM), without a hit: top-dose activity change, negative = inhibition, usual class: inhibitors. hit rate 0.037% among 290,000. AID 2662; active = well fitted inhibition curve with a large enough effect in the polarisation, with a control signal flat, not every such curve was filed as active; inconclusive = small, poorly fitted or top-dose-only effect, or effect the other way, or a change in a side signal; inactive = no such curve, though single readings can be large or run the other way; the % refers to the polarisation; note: potency is the fitted concentration of half-maximal effect
#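 Fluorescence polarization: 7 uM MLL-CXXC (stock) preincubated 5 min with compounds, then 50 nM fluorescein-HOX-A9 DNA (stock) added; 30 min ambient. Buffer 50 mM Tris-HCl pH 7.5, 50 mM NaCl, 1 mM DTT, 0.05% BSA.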
# A-T KAP1 phos: candidate therapy for ataxia-telangiectasia. […] A-T fibroblasts, KAP-1 phosphorylation AlphaLISA; neocarzinostatin DNA damage 30 min before lysis. Potency, µM (doses to about 57.5 µM), for the others: top-dose activation, usual class: activators. hit rate 0.19% among 320,000. AID 485349; note: potency is the fitted concentration of half-maximal effect; % of control where 0% means no effect; nearly all actives have a fitted effect of over 45% in size
#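 ATM-like activity read as KAP-1 phosphorylation via AlphaLISA donor/acceptor antibody pairs after lysis and 6 hr at 25C. Cells were ATM-null patient fibroblasts ([…], hTERT), dosed 60 min, then exposed to the DSB inducer NCS for 30 min.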
# TCR activator: activators of T cell receptors | primary human leukocytes, anti-CD3, IL-2 HTRF, 48 h | Potency, µM (series often up to 9.22 µM), for inactives: at the highest dose activation of IL-2 secretion, usual class: activators | 330,000 tested, under 10 active; note: % of control where 0% means no effect
#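 Human primary leukocytes + a-CD3 beads + cpd, 48 hr; IL-2 in supernatant by HTRF (ex 320nm / em 665nm). No co-stimulatory signal supplied.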
# p53 reactivation: restores transcriptional activity of mutant p53. H1299 p53-A138V BP100-luciferase reporter, luminescence, 24 h. hit rate 0.063% among 320,000. Potency, µM (series often up to 92.2 µM), for the others: at the top dose activity change, positive = activation, actives largely listed as activators. AID 504706; note: potency is the fitted concentration of half-maximal effect; % of control where 0% means no effect; nearly all actives have a fitted effect of over 45% in size
#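 p53-null H1299 cells stably carrying temperature-sensitive p53-A138V and a BP100-luciferase reporter were pinned with compounds (4-point, 1:5 series) and held 24 hrs at 37 deg C. Luminescence was read 10 min after detection reagent.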
# B2AR arrestin: agonists driving beta-arrestin recruitment to human beta2-adrenergic receptor. beta-arrestin recruitment to beta2AR, cell-based reporter. Potency, µM (doses to about 46.1 µM), inactives show at the highest dose activation, most hits filed as activators. hit rate 0.02% among 330,000;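 note: potency is the fitted concentration of half-maximal effect; 0% = DMSO controls and full agonism = EC100 isoproterenol or metaproterenol; nearly all actives have a fitted effect of over 65% in size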
# Numbers without * were called inactive; ? = inconclusive; . = no result given; [ ] = remark or other dose. Unless noted, calls come from the whole dose curve; as a rule, active = well fitted curve in the direction sought with a large enough effect; inconclusive = small, poorly fitted or top-dose-only effect, or another doubt; inactive = no such curve, though single readings can be large; an effect the other way counts as inactive or inconclusive.
Molecule	Integrin act MD	BRCA1 expr up	TRPV1 agonist	ELG1 repair inh	PTAP TSG101 blk	CXXC DNA block	A-T KAP1 phos	TCR activator	p53 reactivation	B2AR arrestin
N/C(Cc1ccc([N+](=O)[O-])cc1)=N\OC(=O)c1ccc2ccccc2c1	-4%	-47%	4	?	0%	20%	1%	3%	-18%	-0.7%
Cc1ccccc1-c1cnn(-c2cccc([N+](=O)[O-])c2)c1N	-17%	24%	14	?	-1%	2%	-4%	.	1%	0.1%
CCN1CCCc2cc(CN(CCN3CCOCC3)C(=S)Nc3ccc(OC)c(OC)c3)ccc21	-24%	-1%	1	10%	-4%	7%	-1%	-1%	-1%	0.4%
O=C(NCCc1ccc(F)cc1)c1n[nH]c2ccccc12	-33%	?	?	?	2%	2%	0%	.	2%	0.2%
COC(=O)c1ccc(N)cc1O	18%	54%	1	3%	-2%	7%	2%	6%	2%	-0.1%
Cc1cccc(C)c1OCC(=O)N/N=C/c1cccnc1	29%	-9%	8	-12%	0%	-4%	6%	4%	1%	-0.1%
Cc1[nH]c(C)c(S(=O)(=O)N(Cc2ccccc2)C(C)C)c1C(=O)N1CCCC1	24%	9%	-1	16%	-7%	-1%	-7%	-4%	-1%	-1.1%
C/C=C(/C)C(=O)Nc1cccc(C2=NOC3(C2)C[C@@H](C(N)=O)N(C(=O)C2(C)CC2)C3)c1 (some centres not stated)	-16%	-4%	5	-5%	0%	1%	32%	1%	-3%	-0.7%
O=C(O)COc1ccccc1/C=N/NC(=O)CN1CCN(Cc2ccccc2Cl)CC1	29%	18%	-5	11%	-4%	15%	14%	-4%	-2%	-0.8%
NC(=O)C1CCN(CC(=O)N2N=CCC2c2ccccc2)CC1 (configuration not stated)	-10%	?	2	-15%	-3%	39%[activator]	7%	-1%	2%	0.2%
CCc1cc2cc(C)ccc2nc1SCC(=O)Nc1cc(C)on1	-32%	10%	1	11%	-2%	-3%	5%	-20%[46.1 µM]	-8%	-0.5%
Cc1cc(N)n(-c2nc(-c3cccnc3)nc3ccccc23)n1	21%	-36%	-2	?	0%	1%	-10%	-9%	-4%	-0.3%
COc1ccc(CNC(=S)NNC(=O)c2cc3ccccc3o2)cc1	5%	-2%	3	3%	-3%	8%	-3%	-3%	6%	0.2%
Nc1ccc2nc(C3CCCCC3)[nH]c2c1	-1%	26%	2	-9%	-2%	-1%	5%[11.5 µM]	4%	9%	0.3%
S=C(Nc1ccc(Cl)cc1)Nc1cccc2cnccc12	-23%	-50%	0	?	-6%	0%	4%	15%	10%	-1.4%
CC(OC(=O)c1ccccc1)C(=O)NCc1ccco1 (configuration not stated)	2%	-10%	.	0%	-1%	.	1%	4%	-3%	-0.3%
Fc1ccc(-c2nc3c(-c4ccc(Cl)cc4)cnn3cc2CCN2CCOCC2)cc1	16%	-36%	-2	10%	1%	-3%	2%	.	4%	-0.3%
Cc1ccc(C(C(=O)NC(C)(C)C)N(Cc2ccccc2)C(=O)c2snc(C(N)=O)c2N)o1 (configuration not stated)	13%	-26%	28	?	-2%	0%	-2%	0%	-5%	0.2%
CNC(C)C#Cc1ccc2sc3cccc(OC)c3c(=O)c2c1 (configuration not stated)	-3%	75%	2	?	-1%	27%	3%	2%	.	5.5%
C=Cn1c(N2CCOCC2)nc2c1c(=O)[nH]c(=O)n2C	13%	-43%	-4	7%	-7%	3%	12%	8%	-6%	-0.5%
COCCCNC(=O)CCc1c(C)nc2c(-c3ccc(F)cc3)c(C)nn2c1C	15%	-11%	?	-2%	0%	-19%	-5%	1%	-3%	-0.7%
O=C(O)c1ccccc1NC(c1ccccc1)c1ccc(Cl)cc1 (configuration not stated)	1%	-11%	-2	-8%	2%	-3%	17%	2%	-2%	0.2%
CCc1noc(C)c1C(=O)Nc1ccc(C#N)cc1	14%	6%	0	13%	0%	.	4%	-7%	-2%	-0.1%
Cc1ccc(CNC(=O)CNC(=S)N(Cc2ccccc2)Cc2cccnc2)cc1	-34%	-14%	2	?	1%	23%	6%	12%	-2%	0.0%
COc1ccc(Cl)cc1NC(=O)COC(=O)CNC(=O)c1ccc([N+](=O)[O-])c(C)c1	?	7%	-4	0%	-1%	4%	-6%	7%[46.1 µM]	12%	0.0%
C=CCN1C(=O)c2ccc(C(=O)N3CCN(c4ccccc4OC)CC3)cc2C1=O	-18%	-13%	-2	19%	-2%	.	2%	-3%	3%	-0.3%
COc1ccc(CNC(=O)c2c(O)c3cccc4c3n(c2=O)CCC4)cc1OC	-3%	-18%	4	11%	-1%	7%	6%	0%	?	0.4%
CN1Cc2c(N3CCOCC3)nc3sc(C(=O)c4ccccc4)c(N)c3c2CC1(C)C	45%	-26%	0	?	-1%	8%	?	7%	1%	-0.6%
CCOC(=O)c1c(NC(=O)CSc2nc3ccccc3c(=O)n2-c2ccc(F)cc2)sc(C(C)=O)c1C	-2%	9%	-5	-19%	1%	2%	22%	3%[46.1 µM]	-2%	-2.0%
O=C(CN1C(=O)C2C3C=CC(C3)C2C1=O)Nc1cccc2c1CCCC2 (configuration not stated)	29%	-5%	8	-2%	5%	-5%	1%	6%	-2%	6.6%

# The last 2 records of the section above come first, to join the parts.
Molecule	Integrin act MD	BRCA1 expr up	TRPV1 agonist	ELG1 repair inh	PTAP TSG101 blk	CXXC DNA block	A-T KAP1 phos	TCR activator	p53 reactivation	B2AR arrestin
CCOC(=O)c1c(NC(=O)CSc2nc3ccccc3c(=O)n2-c2ccc(F)cc2)sc(C(C)=O)c1C	-2%	9%	-5	-19%	1%	2%	22%	3%[46.1 µM]	-2%	-2.0%
O=C(CN1C(=O)C2C3C=CC(C3)C2C1=O)Nc1cccc2c1CCCC2 (configuration not stated)	29%	-5%	8	-2%	5%	-5%	1%	6%	-2%	6.6%
CCOc1ccc(S(=O)(=O)Nc2ccccc2C(=O)N/N=C/c2c(OC)ccc3ccccc23)cc1	-1%	-14%	3	-4%	0%	-1%	-23%	1%[46.1 µM]	-2%	-0.5%
COc1ccc(CN2CCN(Cc3ccc(OC)c(OC)c3OC)CC2)cc1	1%	-16%	1	?	2%	-8%	2%	-5%	-2%	-1.1%
Nc1cc2c(cc1N)-c1ccccc1C2	32%	67%	.	.	1%	.	.	3%	.	.
Cc1cccc(N2CC(C(=O)OCC(=O)Nc3sccc3C(N)=O)CC2=O)c1C (configuration not stated)	26%	-6%	.	-3%	-1%	.	-3%	1%	6%	-0.1%
Cc1cc(NC(=O)c2ccc(C)o2)no1	-14%	52%	0	4%	1%	-1%	4%	.	?	-0.3%
CCOC(=O)C(C(=O)OCC)C1N=C(N)N=C2Oc3ccccc3N21 (configuration not stated)	-17%	13µM*	?	?	-9%	3%	-3%	5%	19%	0.0%
COC(=O)CSc1nnc(CNc2ccc(Cl)cc2)n1Cc1ccccc1	4%	8%	6	?	-1%	-11%	5%	6%	-13%	-0.3%
CCn1c(C)nc2cc(C(=O)NNC(=S)Nc3ccc(OC)cc3)ccc21	12%	27%	-3	-5%	0%	1%	8%	-2%	-2%	0.0%
CC(C)Cc1nc(S(=O)(=O)c2ccc(Cl)cc2)c(N2CCOCC2)o1	28%	9%	6	-5%	2%	6%	0%	5%	2%	-0.1%
O=C(O)c1cccc(NS(=O)(=O)c2ccc3c(c2)OCCCO3)c1	?	-1%	0	-7%	-3%	1%	2%	1%	4%	0.1%
Cc1ccc(-n2cc(CN(C)Cc3nccn3C)c(-c3ccc(F)cc3)n2)cc1	-35%	-24%	?	-9%	-10%	-19%	2%	-5%	-2%	-0.7%
CCC(=O)NC1=C(Cl)C(=O)C(NC(=O)CC)=C(Cl)C1=O	-62%[inhibitor]	-76%	1	-9%	-1%	-2%	?	11%	-13%	-0.3%
CC(C)C(=O)N1CCC2(CC1)Oc1ccc(Cl)cc1C(=O)C21CC(c2ccc(Cl)cc2)=NO1 (configuration not stated)	-17%	-30%	3	2.6µM*	-2%	2%	6%	-1%	-1%	-0.3%
CC(NCC(=O)NC(=O)NCCC1=CCCCC1)c1ccc(S(N)(=O)=O)cc1 (configuration not stated)	42%	2%	.	.	-6%	.	.	2%	.	.
COc1cc(NC(=O)C2CSC3(C)CCC(=O)N23)c(OC)cc1Cl (configuration not stated)	12%	-21%	3	8%	-3%	.	-1%	-6%	6%	-0.6%
COc1ccc2[nH]c(=O)c(CN(Cc3ccco3)C(=O)c3ccccc3)cc2c1	13%	-23%	0	-2%	-5%	-7%	3%	-9%	-5%	0.3%
COc1ccccc1OCC(O)Cn1c(=N)n(Cc2ccccc2)c2ccccc21 (configuration not stated)	-66%[inhibitor]	-76%	3	?	-4%	?	-7%	0%	-3%	-0.3%
O=C1CCC(C(=O)Nc2cccc(S(=O)(=O)Nc3ccccc3F)c2)=NN1	-8%	-12%	.	0%	-2%	.	-7%	0%	-3%	-0.4%

# Source: PubChem

# Compounds as they come; overall some 3.8% were active at least once.
